All columns: NCI-60 one-dose screen, growth in % after 48 h at 10 µM unless noted; 100 = growth as untreated, 0 = no growth, -100 = all killed.
NCI-H460 = NCI-H460 lung cancer | 82,000 compounds, 6.8% hits | AID 1794736
SK-OV-3 = SK-OV-3 ovarian cancer cells; 80,000 compounds, 3.2% hits; AID 1794785
OVCAR-4 = OVCAR-4 ovarian cancer cells; 80,000 compounds, 3.7% hits; AID 1794784
NCI-H322M = NCI-H322M lung cancer. 80,000 compounds, 2.7% hits
NCI-H226 = NCI-H226 lung cancer; 79,000 compounds, 3.5% hits
NCI-H23 = NCI-H23 lung cancer; 80,000 compounds, 4% hits; AID 1794731
IGROV1 = IGROV1 ovarian cancer; 79,000 compounds, 4.7% hits
NCI/ADR-RES = NCI/ADR-RES ovarian cells | 81,000 compounds, 4.4% hits
NCI-H522 = NCI-H522 lung cancer. AID 1794739. 78,000 compounds, 8% hits
Starred values were filed as active, the others as inactive; . = not tested or not shown; & = joins results of further samples; [ ] = dose if it differs, or a comment. The calls were made as follows: active = growth percent below 10; inactive = the rest. Random draw from the library; 11% or so of the library scored in one or more.

SMILES	NCI-H460	SK-OV-3	OVCAR-4	NCI-H322M	NCI-H226	NCI-H23	IGROV1	NCI/ADR-RES	NCI-H522
[O-][n+]1nc2ccccc2c2ccccc21	117	113	102	90	102	106	110	114	.
O=C(O)c1cn(C2CC2)c2cc(N3CCN(C(=O)CCCN4C(=O)S/C(=C/c5cccc6ccccc56)C4=O)CC3)c(F)cc2c1=O	96	.	84	73	.	87	74	88	81
O=C1NC(=S)NC(=O)C1Cn1c(-c2ccccc2)nc2ccccc21	106	103	108	99	97	101	103	111	96
COc1cc2nc(SCC(=O)Nc3cc(OC)c(OC)c(OC)c3)n(-c3ccccc3)c(=O)c2cc1OC	99	89	91	95	89	93	100	90	48
O=C(NCc1ccc(Cn2c(=O)sn(CCCl)c2=O)cc1)OCc1ccc2c(Cl)cc(Cl)c(O)c2n1	33	108	64	71	85	73	58	32	85
Cc1ccc2oc(=O)cc(Cn3cc(CSc4nc5ccccc5o4)nn3)c2c1	107	69	104	106	89	94	98	102	100
COc1ccccc1C(OC(C)=O)OC(C)=O	107	104	111	98	94	99	112	100	78
CCCN(CCC)S(=O)(=O)c1ccc(C(=O)O)cc1	108&115	104&108	114&103	99	95&93	97&104	118	101&108	100&99
O=C(O)c1ccc(-n2cc(/C=N/Nc3ccccc3)c(-c3cc4ccc(O)cc4oc3=O)n2)cc1	90	87	90	88	75	96	73	88	63
O=C(Cn1cc(CN2CCN(c3ccnc4cc(Cl)ccc34)CC2)nn1)Nc1ccc(Br)cc1	84	56	72	83	74	91	67	76	68
Nc1nc(-c2ccc(Cl)cc2Cl)cc(-c2cc3cc(Br)ccc3oc2=O)n1	98	95	.	.	89	.	.	.	101
COc1cc(CC(=O)n2ncc3cc(N)ccc32)cc(OC)c1OC	102	105	99	97	99	96	101	102	95
CC1=CC(c2ccc(Cl)cc2)N2C(C)=CSC2=N1 (stereo unspecified)	103	110	98	109	92	117	113	117	97
COc1ccc(NC(=O)Cn2c(/C=C/c3cccc([N+](=O)[O-])c3)nc3ccccc3c2=O)cc1	63	42	45	91	13	82	104	71	94
COc1ccc(CCN2C(=O)CSC2=S)cc1OC	102	99	100	101	100	99	102	101	55
COc1ccc(Nc2nn3c(-c4ccccc4)cc(-c4ccccc4)nc3c2C(=O)Nc2ccc(C)cc2)c(OC)c1	107	94	96	86	98	96	97	106	86
N#Cc1cc([C@@H]2Nc3cc4c(cc3[C@H]3C5CCC(C5)[C@@H]23)C(=O)NC4)ccc1F (stereo partly specified)	98	110	84	98	92	90	87	93	79
COc1cc(/C=C/C(=O)c2ccc(NC(=O)CSc3nnc(-c4ccc(Cl)cc4)n3-c3ccccc3)cc2)cc(OC)c1OC	80	87	57	96	82	56	75	88	64
O=C(O)C1(Nc2ccc([N+](=O)[O-])cc2[N+](=O)[O-])CCCC1	114	101	105	100	.	104	105	107	94
C1N2CN3CN1CN(C2)C3	106	98	101	97	114	102	106	104	93
OC1C=C(c2ccccc2)C(O)(c2ccccc2)C1 (stereo unspecified)	108	105	99	109	103	104	130	117	119
C[C@@H]1CN(Cc2ccc(/C=C/c3n[nH]c4ccc5nc(-c6cn[nH]c6C(F)(F)F)c6c(c5c34)CCCC6)cc2)C[C@H](C)O1	-4.1*	22	30	45	45	32	1.5*	29	21
CCN(CC)C(=O)COc1ccc(C=C2C(=O)NC(=O)NC2=O)cc1	108	100	109	106	103	105	107	107	102
CC1=NN(C(N)=S)C(c2ccc(N(C)C)cc2)C1 (stereo unspecified)	100	111	66	99	91	93	60	101	72
CCC(=O)OCCc1ccccc1	97	97	105	93	106	105	99	97	98
Next part:
SMILES	NCI-H460	SK-OV-3	OVCAR-4	NCI-H322M	NCI-H226	NCI-H23	IGROV1	NCI/ADR-RES	NCI-H522
Nc1c(C(=O)c2ccc(Cl)cc2)sc(S)c1-c1nc2ccccc2s1	107	93	107	95	86	85	89	101	99
NS(=O)(=O)c1ccc(NC2N=C(c3ccc(O)cc3)Nc3n[nH]c(Nc4ccccc4)c32)cc1 (stereo unspecified)	36	60	52	71	82	85	72	62	60
Cn1cc(-c2cc3nc(-c4cn(C)c5ncccc45)cc(N)n3n2)c2cc(F)ccc21	38	24	20	52	3.9*	21	32	28	23
COc1ccc(/C=N/N2CN(C(C)C(=O)O)C(O)(CCl)N=C2N)cc1OC (stereo unspecified)	100[100 µM]	106[100 µM]	101[100 µM]	96[100 µM]	96[100 µM]	96[100 µM]	97[100 µM]	99[100 µM]	99[100 µM]
CCNCCCCNCCCCNCCCCNCCCCNCC	76	118	.	42	134	50	.	122	87
CC(C)OC(=O)CC[C@H](N)C(=O)O	105[20 µM]	102[20 µM]	110[20 µM]	103[20 µM]	105[20 µM]	96[20 µM]	99[20 µM]	104[20 µM]	88[20 µM]
Cc1cccc(CC(CC(=O)O)C(=O)O)c1 (stereo unspecified)	107	86	101	100	.	96	105	98	77
COc1cc(-c2nc3ccc([N+](=O)[O-])cc3[nH]2)ccc1OCC(=O)N=Nc1c(O)[nH]c2ccccc12	104	90	97	96	87	89	98	104	79
CC(C)=CC(=O)CC(=O)C(=O)Nc1ccc(Cl)c(Cl)c1	104	98	101	111	102	102	111	103	93
Nc1[nH]nc2c1-c1nc3ccccc3n1C1(CCCc3ccccc31)N2 (stereo unspecified)	97	92	115	96	90	93	67	104	84
COCCCNCC(=O)Nc1cccc(Cl)c1C	113	103	107	106	98	94	105	96	91
O=[N+]([O-])c1ccc(CSCc2ccc([N+](=O)[O-])cc2)cc1	108	110	100	103	104	98	99	98	89
CC(C)n1c(/C=C/[C@@H](O)C[C@@H](O)CC(=O)O)c(-c2ccc(F)cc2)c2ccccc21	33	73	90	44	64	38	34	22	0.6*
Cc1ccc(Nc2nnc(-c3ccc(O)cc3)o2)cc1	106	.	96	97	102	97	106	98	.
COc1cccc(-n2cc(-c3nc(Cl)c4ccccc4n3)nn2)c1	107	117	99	102	111	100	97	97	83
CC1(c2ccccc2)C(C#N)C(=O)NC(=O)C1C#N (stereo unspecified)	115	107	114	107	108	99	118	96	104
COc1ccc2[nH]c(=O)c(O)c(-c3ccc(F)cc3)c2c1	108	100	99	85	92	94	94	98	95
COc1ccc(C2CC(c3cc(C)ccc3C)=NN2c2ccc(S(=O)(=O)NC(=O)NCc3ccccc3)cc2)cc1OC (stereo unspecified)	66	101	86	82	80	67	81	69	83
O=C(/C=C/c1cccc(F)c1)OCc1ccc2cc1OCC#C/C=C\C#CCO2	106	90	85	98	.	90	90	75	83
CCOC(=O)C1[C@@H]2C(=O)N(Cc3ccc4c(c3)OCO4)C(=O)[C@@H]2[C@H](c2cn(-c3ccccc3)nc2-c2ccccc2)N1Cc1ccccc1 (stereo partly specified)	91	100	84	110	83	103	109	94	88
O=C(N/N=C/c1ccc(O)cc1O)c1cccc(Nc2ccnc(C(F)(F)F)c2)c1	22	25	40	23	41	27	34	50	42
O=C(CSC(=S)n1cnnc1)NC(=O)c1ccccc1	112	105	100	103	100	102	108	100	92
O=c1c2ccccc2[nH]c2cc3c(=O)n4ccccc4nc3cc12	102	105	102	103	94	98	111	103	98
Nc1nc(Nc2ccccc2)c2cc[nH]c(=O)c2n1	102	112	105	98	108	92	95	100	.
CC(C)(CO)NC(Cc1ccccc1)c1ccccc1 (stereo unspecified)	103	98	96	94	101	104	95	96	62
(cont.)
SMILES	NCI-H460	SK-OV-3	OVCAR-4	NCI-H322M	NCI-H226	NCI-H23	IGROV1	NCI/ADR-RES	NCI-H522
CC(C)(C)c1ccc(C(=O)C[n+]2cccc(Br)c2)cc1	110	110	105	90	93	89	98	100	92
COc1ccc(-n2ncc3c2ccc2cc(S(=O)(=O)c4ccccc4)c(=O)n(C)c23)cc1	89	83	6.6*	.	53	.	109	77	33
Nc1c(C(=O)Nc2cccc3ccccc23)sc2nc3c(cc12)C(=O)CCC3	5.1*	5.6*	48	38	54	18	24	2.2*	-8.9*
C#Cc1ccc(-n2c(/C=C/c3ccc(Cl)c(F)c3)nc3ncccc3c2=O)cc1	-26*	-7.7*	-89*	-25*	-75*	18	-55*	1.2*	-67*
COc1ccc(N=Nc2c(N)nn3c(-c4ccc(C)cc4)ccnc23)cc1	112	114	106	97	96	102	110	97	90
COc1ccc(Cl)c2c(=O)cc(C)[nH]c12	111	97	102	102	105	99	101	103	89
CCCCCCCCCCCCCCCCOP(=O)([O-])OCC[N+](C)(C)C	4.0*	38	78	82	31	74	21	90	-55*
CCCS(=N)(=O)CCC(N)C(=O)O (stereo unspecified)	105	105	113	91	113	100	.	112	122
Cc1cc(=O)oc2cc(Oc3nc(-c4cccs4)cn4c(-c5cccs5)cnc34)ccc12	50	91	54	89	83	57	79	53	75
COC1(C)NC(Cl)=C(C#N)C(C#N)(C#N)C1(C)C (stereo unspecified)	105	102	122	106	94	103	104	101	107
O=C(CCCc1ccccc1)c1ccccc1	111	112	.	88	98	106	107	107	105
CN1C(=O)N(C)C2Nn3c(s/c(=C4\C(=O)N(CCc5ccccc5)c5ccccc54)c3=O)=NC21 (stereo unspecified)	95	77	79	73	.	72	83	44	37
CN1CCN(c2ccc(Nc3nc(NCCNC(=O)c4ccc(C(F)(F)F)cc4)c4sccc4n3)cc2)CC1	17	77	-33*	28	72	49	65	38	25
CCOC(=O)C(Cc1cc(I)c(O)c(I)c1)NC(=O)c1ccccc1 (stereo unspecified)	104	94	108	101	93	102	99	106	87
CN1CC[C@]23C1=NCC[C@@]21C(=Nc2c(Cl)cc(Cl)cc21)Nc1cc(Br)ccc13	114	100	96	89	96	100	91	97	99
COc1cc(CSC(=N)N)cc(OC)c1	105	92	112	92	101	97	102	106	71
COc1cc(/C=C2\Oc3cc(C)c(Cl)cc3C2=O)ccc1O	103	.	105	113	.	106	102	105	94
C/C=C1\C(O)CC2C3CCC4=CC(=O)CC[C@]4(C)C3CC[C@]12C (stereo partly specified)	106	114	99	131	91	91	105	99	82
O=C(O)Cc1ccc2c(c1)CCC2	106	89	100	98	110	103	99	104	64
COc1ccc(NC(=O)N2CCN(C(=O)Nc3ccc(OC)cc3)CC2)cc1	103	93	102	100	97	110	.	117	63
O=C(Nc1nc2ccc([N+](=O)[O-])cc2s1)Nc1cc(Cl)ccc1I	-2.3*	-9.6*	0.9*	-9.6*	-51*	-53*	14	-34*	-53*
O=[N+]([O-])c1ccc(N/N=C/c2ccccc2)nc1	117	126	101	127	111	105	102	117	93
[O-][n+]1c(Cl)cc(Cl)c2ccccc21	108	94	101	115	104	102	104	101	104
O=C(Nc1ccccc1)Nc1ccc(Cl)c(Cl)c1	48	101	67	101	62	16	74	41	28
CC(=O)Nc1cc(N)ccc1C	113	107	127	97	85	99	95	96	96

A few values from the results shown.
For OVCAR-4, COc1ccc(-n2ncc3c2ccc2cc(S(=O)(=O)c4ccccc4)c(=O)n(C)c23)cc1 is listed with 6.6*
For NCI-H522, CN1C(=O)N(C)C2Nn3c(s/c(=C4\C(=O)N(CCc5ccccc5)c5ccccc54)c3=O)=NC21 (stereo unspecified) is listed with 37
For NCI-H23, CCCS(=N)(=O)CCC(N)C(=O)O (stereo unspecified) is listed with 100

Other structures follow:
SMILES	NCI-H460	SK-OV-3	OVCAR-4	NCI-H322M	NCI-H226	NCI-H23	IGROV1	NCI/ADR-RES	NCI-H522
C=C(CN1CCN(c2cccc(C(F)(F)F)n2)CC1)c1ccc(C(=O)Nc2ccccc2N)cc1	7.0*	21	33	46	84	35	.	2.0*	-45*
CC(=O)O[C@H](C)[C@H]1O[C@H]2CC(=O)O[C@H]2[C@@H]1O	111	98	97	88	116	100	98	101	93
N=C(N)c1ccc(N=Nc2ccc(O)c3c2ccc[n+]3[O-])cc1	55	93	90	75	87	50	78	99	62
CC(C)Sc1nc(-c2ccc(OCc3ccccc3)cc2)c(C#N)c(=O)[nH]1	93	97	90	95	78	89	99	95	69
O=C(Nc1ccc(Cl)cc1)Nc1nc2ccc(OC(F)(F)F)cc2o1	82	103	84	113	107	69	130	95	.
COc1ccc(-n2nc(C)c3c(Nc4ccc(NC(=O)Nc5ccc(Cl)c(C(F)(F)F)c5)cc4)ncnc32)cc1	0.7*	1.7*	21	9.4*	11	-7.7*	19	1.3*	-18*
N#Cc1ccc2cc1OC/C=C\COc1cc([N+](=O)[O-])ccc1NS(=O)(=O)N2	104	96	97	105	.	98	104	105	81
CO[C@H]1CC[C@H](C)[C@@H]([C@@H](C)[C@@H](O)[C@@H](C)[C@@H](O)[C@@H](C)COC(=O)c2ccc(Br)cc2)O1	104	107	105	103	95	98	105	108	102
COc1ccc([C@@H]2[C@@H](O)C(=O)N2c2cc(OC)c(OC)c(OC)c2)cc1Cl	2.2*	24	69	45	33	28	27	-21*	-8.7*

An excerpt from above in order of SMILES length, highest first.
SMILES	NCI-H460	SK-OV-3	OVCAR-4	NCI-H322M	NCI-H226	NCI-H23	IGROV1	NCI/ADR-RES	NCI-H522
CO[C@H]1CC[C@H](C)[C@@H]([C@@H](C)[C@@H](O)[C@@H](C)[C@@H](O)[C@@H](C)COC(=O)c2ccc(Br)cc2)O1	104	107	105	103	95	98	105	108	102
COc1ccc(-n2nc(C)c3c(Nc4ccc(NC(=O)Nc5ccc(Cl)c(C(F)(F)F)c5)cc4)ncnc32)cc1	0.7*	1.7*	21	9.4*	11	-7.7*	19	1.3*	-18*
C=C(CN1CCN(c2cccc(C(F)(F)F)n2)CC1)c1ccc(C(=O)Nc2ccccc2N)cc1	7.0*	21	33	46	84	35	.	2.0*	-45*
N#Cc1ccc2cc1OC/C=C\COc1cc([N+](=O)[O-])ccc1NS(=O)(=O)N2	104	96	97	105	.	98	104	105	81
CC(=O)O[C@H](C)[C@H]1O[C@H]2CC(=O)O[C@H]2[C@@H]1O	111	98	97	88	116	100	98	101	93
O=C(Nc1ccc(Cl)cc1)Nc1nc2ccc(OC(F)(F)F)cc2o1	82	103	84	113	107	69	130	95	.
